# TrxR1 inh: blocks rat thioredoxin reductase 1. O89049. recombinant rTrxR1, NADPH fluorescence consumption, selenite substrate. Potency, µM (top dose mostly 114 µM), inactives show top-dose activity change, negative = inhibition, hits mostly inhibitors. actives 1% (n = 390,000). AID 588453; also: potency is read from the fitted curve at half-maximal effect; % is scaled to controls: 0 for no effect and ±100 for the full control effect; nearly all actives have a fitted effect of over 65% in size
#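 Rat TrxR1 (90 nM in the dispensed reagent) was pre-reduced with 400 uM NADPH for 5 min at room temperature, then incubated with compound for 15 min. After 400 uM selenite was added, NADPH fluorescence (Ex 340/Em 450 nm) was followed for 8 min.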
# TRHR enhancer: TRH receptor (human) allosteric enhancement; P34981; AID 493056; actives 0.66% (n = 360,000); TRHR cells, fluo-8 calcium fluorescence, EC20 TRH enhancement; enhancement, % at 2 µM; in the data active = enhancement above about 30%; also: 0% is about no effect
#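 TRHR-expressing cells loaded with fluo-8 calcium dye were read kinetically (ex 480/em 530) during compound addition, then stimulated with an EC20 of TRH (10 nM final). Enhancement of the Gq-mediated intracellular calcium response was scored.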
# IDH1 R132H inh: inhibitors of human mutant IDH1 R132H; O75874; IDH1-R132H enzyme, NADPH consumption, diaphorase/resazurin fluorescence; Potency, µM (titrated, usually from 76.6 µM), for the others: top-dose activity change, negative = inhibition, hits mostly inhibitors; actives 0.093% (n = 390,000); also: potency is read from the fitted curve at half-maximal effect; % is scaled to controls: 0 for no effect and ±100 for the full control effect; nearly all actives have a fitted effect of over 65% in size
# Target sequence (O75874 whole entry R132H, stated change not applied): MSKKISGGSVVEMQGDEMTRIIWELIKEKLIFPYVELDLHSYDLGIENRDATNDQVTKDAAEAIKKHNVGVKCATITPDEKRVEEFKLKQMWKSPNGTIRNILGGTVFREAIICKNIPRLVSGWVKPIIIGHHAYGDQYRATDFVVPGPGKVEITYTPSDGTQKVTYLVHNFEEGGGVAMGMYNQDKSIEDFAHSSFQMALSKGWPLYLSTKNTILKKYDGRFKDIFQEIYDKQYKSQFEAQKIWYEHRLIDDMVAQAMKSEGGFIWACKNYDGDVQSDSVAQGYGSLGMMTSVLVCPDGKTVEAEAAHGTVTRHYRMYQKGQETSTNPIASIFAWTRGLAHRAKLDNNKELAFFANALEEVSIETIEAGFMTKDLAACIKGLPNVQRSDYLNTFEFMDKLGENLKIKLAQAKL
#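 IDH1-R132H (0.5 ug/mL dispensed) in pH 7.5 Tris buffer was preincubated 30 min with compound, then given a substrate mix of 0.016 mM NADPH and 2 mM alpha-KG for 80 min at room temperature; remaining NADPH was read by diaphorase/resazurin fluorescence.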
# TrxR1 substrate: substrates of rat thioredoxin reductase 1 | AID 588456 | actives 0.01% (n = 390,000) | purified TrxR1 substrate turnover, NADPH consumption readout | Potency, µM (highest dose often 114 µM), without a hit: at the highest dose activity change, negative = substrate turnover; also: potency is read from the fitted curve at half-maximal effect; % is scaled to controls: 0 for no effect and ±100 for the full control effect; nearly all actives have a fitted effect of over 50% in size
#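 Rat TrxR1, dispensed at 90 nM, was prereduced with 400 uM NADPH (final) for 5 min at ~22 deg C, then incubated with compound 15 min before 400 uM selenite. A first-read NADPH fluorescence drop versus no-compound background flagged substrates.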
# D2 ag: agonists of human D2 dopamine receptor; HEK293 T-REx D2 cells, calcium flux agonist mode; activation, % at 2 µM; actives 0.53% (n = 340,000); AID 485358;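 active = activation over 3 SD above normal in the single-dose calcium agonist read, cut at about 30% in these data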; also: 0% is about no effect
# Target sequence (P14416 whole entry, looked up): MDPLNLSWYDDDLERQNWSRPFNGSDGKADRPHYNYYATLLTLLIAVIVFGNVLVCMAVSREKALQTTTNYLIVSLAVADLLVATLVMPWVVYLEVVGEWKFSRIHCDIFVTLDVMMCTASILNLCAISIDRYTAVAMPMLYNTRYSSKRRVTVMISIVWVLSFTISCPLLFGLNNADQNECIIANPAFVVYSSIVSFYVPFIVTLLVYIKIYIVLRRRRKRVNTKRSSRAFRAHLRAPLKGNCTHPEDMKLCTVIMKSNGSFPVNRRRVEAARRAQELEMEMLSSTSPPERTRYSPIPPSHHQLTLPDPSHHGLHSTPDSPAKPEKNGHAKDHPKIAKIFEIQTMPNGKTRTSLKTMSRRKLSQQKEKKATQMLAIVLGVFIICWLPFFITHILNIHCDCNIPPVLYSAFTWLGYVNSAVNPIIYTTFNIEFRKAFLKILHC
#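 Agonism is scored from calcium flux in a force-coupled, inducible HEK293 cell line expressing D2, read kinetically for 180 s after compound addition against dopamine controls.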
# TRHR agonist: TRH receptor (human) agonism | P34981 | TRHR cells, calcium flux fluo-8, FDSS agonist mode | activation, % at 2 µM | actives 0.18% (n = 360,000); in the data active = activation above about 30%; also: 0% is about no effect
#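 In this calcium-flux screen, cells bearing human TRHR are dye-loaded with fluo-8, baselined for 10 cycles, then exposed to library compounds; positive kinetic calcium responses during the agonist phase mark hits, with TRH as control.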
# USP1 inh: blocks the human USP1/UAF1 deubiquitinase complex | actives 0.23% (n = 390,000) | Potency, µM (titrated, usually from 57.1 µM), for the others: top-dose activity change, negative = inhibition, hits mostly inhibitors | recombinant USP1/UAF1, Ub-Rhodamine cleavage fluorescence | O94782; also: potency is read from the fitted curve at half-maximal effect; % is scaled to controls: 0 for no effect and ±100 for the full control effect; nearly all actives have a fitted effect of over 60% in size; inactives centre near -12
#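 USP1/UAF1 complex (1 nM) preincubated 15 min at room temperature with compound, then Ub-Rho substrate (150 nM final) added. Kinetic fluorescence at 480/540 nm over 6 reads at 60 s intervals; 50 mM HEPES pH 7.8, 0.5 mM EDTA, 0.1 mg/ml BSA, 1 mM TCEP, 0.01% Tween-20.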
# D2 antag: D2 dopamine receptor (human) antagonism | inhibition, % at 10 µM | AID 485344 | actives 2% (n = 340,000) | HEK293 TREx D2 cells, calcium flux, dopamine EC80; in the data active = inhibition above about 30%; also: 0% is about no effect
#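 In this primary screen, negative modulation is detected by tracking calcium flux after an EC80 dopamine challenge in inducible HEK293 T-REx D2 cells preexposed to test compound for 180 s.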
# Pin1 inhibitor: inhibitors of human Pin1; AID 504891; Pin1 FP peptide displacement, HiFluor488, 10 min; actives 0.009% (n = 390,000); Potency, µM (top dose mostly 115 µM), without a hit: top-dose activity, negative = inhibition, hits mostly inhibitors; active = well fitted inhibition curve with a large enough effect in the polarisation, with a control signal flat, not every such curve was filed as active; inconclusive = small, poorly fitted or top-dose-only effect, or effect the other way, or a change in a side signal; inactive = no such curve, though single readings can be large or run the other way; the % refers to the polarisation; also: potency is read from the fitted curve at half-maximal effect; % is scaled to controls: 0 for no effect and ±100 for the full control effect
# Target sequence (Q13526 whole entry, looked up): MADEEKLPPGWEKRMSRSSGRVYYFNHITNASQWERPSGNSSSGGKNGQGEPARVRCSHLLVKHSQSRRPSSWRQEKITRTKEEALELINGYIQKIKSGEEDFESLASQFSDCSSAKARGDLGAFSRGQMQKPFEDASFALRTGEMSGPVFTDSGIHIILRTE
# * hit, by the source's call; u = inconclusive; x = not tested or not shown; [ ] = remark or other dose. Unless noted, calls follow the shape of the dose curve; as a rule, active = well fitted inhibition curve with a large enough effect; inconclusive = small, poorly fitted or top-dose-only effect; inactive = no such curve, though single readings can be large or run the other way. An excerpt; the hit share may differ from the screen's.
SMILES,TrxR1 inh,TRHR enhancer,IDH1 R132H inh,TrxR1 substrate,D2 ag,TRHR agonist,USP1 inh,D2 antag,Pin1 inhibitor
COc1ccc(S(=O)(=O)N(Cc2nc(-c3ccc(C)cc3)no2)C2CCCCC2)cc1,14%,-8,22%,-5%,1.8,2.1,-14%,x,1%
Cc1cc(C(=O)Nc2ccc(S(=O)(=O)N3CCCC3)cc2)cs1,-2%,-1,7%,3%,-0.3,-0.4,-2%,-12,4%
COc1ccc(C(=O)Nc2ccc(Cc3ccncc3)cc2)cc1Br,5%,8,-10%,-4%,0.0,-0.5,-28%,18,17%
Cc1ccc(C(=O)N2CCCCC2)cc1NC1=C(Cl)C(=O)N(Cc2ccccc2)C1=O,23%,-1,6%,3%,0.2,0.1,-17%,11,35%[activator]
Nc1cccc(-n2cccc2)c1,-37%,-6,-2%,-18%,-0.6,-1.6,2%,5,1%
CCCN1C(=O)/C(=C/c2ccc(OCC(=O)OCC)cc2)NC1=S,0%,0,5%,1%,-0.4,0.8,-9%,-16,-8%
CCCN(CC1CC1)C(=O)COC(=O)c1ccc(CNS(=O)(=O)c2ccc(F)c(Cl)c2)cc1,3%,-2,6%,3%[11.4 µM],1.1,1.9,-13%,28,4%
CCOC(=O)c1nnn(-c2nonc2N)c1CN(C)C1CCCCC1,12%[57.1 µM],-2,6%,-1%[57.1 µM],0.0,0.2,-16%,-15,0%
COc1ccc(NC(=O)N2CCCC(c3nc(-c4ccc(C(C)C)cc4)no3)C2)cc1 (stereo unspecified),5%,17,12%,-5%,0.1,0.4,-6%,16,15%
CCN(CC)S(=O)(=O)c1ccc2c(c1)N(CC(=O)Nc1ccc(F)cc1F)C(=O)C1CCCN21 (stereo unspecified),7%[57.1 µM],1,0%,4%[57.1 µM],0.4,-0.1,0%,x,23%
CCc1nnc(NC(=O)CCC(=O)NCc2ccccc2Cl)s1,14%,4,15%,-2%,0.5,0.0,-11%,-14,1%
CC(C)COc1cccc(-c2cc(C(=O)N/N=C/c3ccncc3)c3ccccc3n2)c1,22%,-1,0%,12%,0.1,0.8,-21%,6,u
COc1ccc(NC(=O)Cn2nc(Cc3cccnc3)c3ccccc3c2=O)c(OC)c1,14%,6,6%,3%,-1.1,-0.8,-12%,7,2%
CC(C)CCn1c(Cl)nc2c1c(=O)n(C)c(=O)n2C,1%,3,1%,1%,x,0.9,-26%,x,4%
O=C(CSc1ccccc1)N1CCN(c2ccccn2)CC1,19%[57.1 µM],2,3%,14%[57.1 µM],x,-1.0,-1%,x,3%
CCOC(=O)Nc1c(C)n(C)n(-c2ccccc2)c1=O,6%,2,5%,-3%,-0.7,-2.1,-9%,-8,-4%
Fc1ccccc1CNc1nc(-c2cccnc2)nc2ccccc12,9%,12,0%,-4%,1.6,3.5,-7%,-5,19%
O=C(COC(=O)COc1ccccc1[N+](=O)[O-])NC1CCCCC1,22%,-2,-11%,5%,0.1,-0.1,-7%,-2,-2%
COc1ccc(S(=O)(=O)N(C)CC(=O)Nc2cccc(C(C)=O)c2)cc1,10%,-2,4%,-3%,-0.7,-0.5,-6%,1,3%
CCOc1ccccc1C1C(C#N)=C(N)Oc2n[nH]c(CC)c21 (stereo unspecified),2%,2,-1%,9%,-1.2,-0.1,-22%,1,-1%
Cc1csc(=O)n1CC(=O)OCC(=O)NCc1ccccc1,17%,-1,1%,5%,-0.1,0.3,-1%,2,3%
Cc1cc(C)n(Cc2cc(C(=O)O)c3ccccc3n2)n1,-17%,-2,-9%,-9%,-0.3,0.6,-4%,10,2%
CCOC(=O)c1ccc2c(c1)nc(-c1ccccn1)n2CC,26%[57.1 µM],-1,10%,-13%[57.1 µM],-0.7,-1.8,-17%,-6,1%
Cc1cccc(NC(=O)CCc2ccccc2)c1,9%[57.1 µM],-6,4%,-5%[57.1 µM],-0.5,-1.2,-17%,0,-13%
COc1ccc(C2Nc3ccccc3C(=O)N2NS(=O)(=O)c2ccc(C)cc2)cc1OC (stereo unspecified),12%[57.1 µM],15,-4%,43%[activator][57.1 µM],-0.5,-0.8,-12%,18,-3%

# Following part
SMILES,TrxR1 inh,TRHR enhancer,IDH1 R132H inh,TrxR1 substrate,D2 ag,TRHR agonist,USP1 inh,D2 antag,Pin1 inhibitor
CCOc1ccccc1NC(=S)NCc1cccn1C,2%,9,-2%,-2%,0.5,0.8,4%,3,-9%
CCN(CCNC(=O)c1ccc(C#N)cc1)c1cccc(C)c1,28%[57.1 µM],9,14%,8%[57.1 µM],0.1,-1.1,u,3,-4%
CNc1ncnc(Sc2ccc(Cl)cc2)c1[N+](=O)[O-],u,1,0%,-19%[57.1 µM],-0.6,0.1,-10%,2,-1%
Cc1ccc(NS(=O)(=O)c2ccc3c(c2)CC(=O)N3)cc1Cl,9%,10,7%,4%,0.5,1.1,-4%,x,13%
CCCCC(=O)NC(c1ccccc1Cl)c1c(O)ccc2ccccc12 (stereo unspecified),-14%[57.1 µM],0,4%,6%[57.1 µM],-1.3,-0.7,-3%,-8,-8%
CC(CNC(=O)Cn1ncc2c3ccccc3n(Cc3cccc(Cl)c3)c2c1=O)c1ccccc1 (stereo unspecified),-5%,8,-6%,8%,1.7,1.5,u,x,u
Cc1cc(Nc2nc3ccccc3nc2Cl)n(-c2ccccc2C)n1,-11%,-8,10%,-2%,-1.6,-1.1,u,-4,1%
Cc1c(CCC(=O)N2CCC[C@H]2C(=O)O)c(=O)oc2c(C)c3oc4c(c3cc12)CCCC4,9%[57.1 µM],-7,-26%,18%[57.1 µM],-3.9,-0.5,-27%,8,u
Cc1cc(C)n2c(SCC(=O)N(C)C3CCCCC3)nnc2n1,12%,4,2%,6%,0.6,0.3,-11%,2,6%
CCOc1ccc(-c2noc(-c3ccncc3)n2)cc1OCC,-5%,3,5%,2%,3.2,0.2,-8%,1,0%
COc1ccc(CCN2C(=O)N[C@@H](CCC(=O)O)C2=O)cc1,15%,-6,1%,6%,0.5,0.5,-3%,-18,2%
COc1ccc(NC(=O)CSc2nnc(Cn3cnc4ccccc43)n2C)cc1,23%,12,-4%,6%,-1.1,0.0,-19%,11,5%
COC(=O)c1cc2c([nH]c1=O)CCCC2=O,-10%,x,-9%,0%,x,x,-22%,x,u
Cc1ccccc1C1CC(c2ccc(Br)cc2)Nc2nc(N)nn21 (stereo unspecified),4%[57.1 µM],40*,9%,-8%[57.1 µM],1.6,1.0,-25%,16,1%
COc1ccc(CCNC(=O)C2CCN(S(=O)(=O)c3ccc(NC(C)=O)cc3)CC2)cc1OC,12%,-2,0%,1%,0.2,0.6,-16%,-14,0%
O=C(COC(=O)c1n[nH]c2ccccc12)Nc1ccccc1F,10%[57.1 µM],x,2%,18%[57.1 µM],x,x,-7%,x,1%
CCOc1ccc(C(=O)c2cccs2)cc1,-10%,6,2%,6%[57.1 µM],1.0,-0.8,9%,-4,9%
COc1ccc(CNC(=O)C2CCN(c3cc(C(=O)Nc4cccc(OC)c4)ccn3)CC2)cc1,214%[activator],-12,2%,138%[activator],0.3,1.0,-14%,-7,15%
Cc1ccc(S(=O)(=O)NC2CC(C)(C)N(O)C(C)(C)C2)cc1,6%,-4,1%,-1%,0.2,0.3,-18%,21,2%
Cc1ccc(NS(=O)(=O)c2ccc3[nH]c(=O)ccc3c2)cc1N(C)C,17%[57.1 µM],-4,-4%,2%[57.1 µM],x,0.4,-22%,x,5%
O=C(CN(C(=O)Cn1nnc(-c2ccc(F)cc2)n1)c1cccc(F)c1)NC1CCCC1,21%,-2,-3%,4%,-0.3,-0.6,-19%,-6,2%
FC(F)(F)c1nnc2sc(-c3ccccn3)nn12,13%[57.1 µM],-7,-4%,0%[57.1 µM],-0.8,0.6,-7%,5,-8%
CCCC(=O)Nc1ccccc1N1CCN(C(=O)C(C)C)CC1,7%,32*,-4%,3%,2.4,-1.3,-9%,-8,0%
CC(C)CC(NC(=O)c1ccc(Cl)cc1)C(=O)O (stereo unspecified),-1%,33*,-2%,-4%,-0.2,0.3,-1%,0,1%
COc1cc(-c2nc3ccc(N4CCN(C)CC4)cc3[nH]2)cc(OC)c1OC,60%[activator][57.1 µM],-1,5%,439%[activator][57.1 µM],-4.5,-0.4,-18%,5,18%

# Three structures from above, arranged by count of non-hydrogen atoms, descending:
SMILES,TrxR1 inh,TRHR enhancer,IDH1 R132H inh,TrxR1 substrate,D2 ag,TRHR agonist,USP1 inh,D2 antag,Pin1 inhibitor
O=C(CN(C(=O)Cn1nnc(-c2ccc(F)cc2)n1)c1cccc(F)c1)NC1CCCC1,21%,-2,-3%,4%,-0.3,-0.6,-19%,-6,2%
COc1ccc(S(=O)(=O)N(Cc2nc(-c3ccc(C)cc3)no2)C2CCCCC2)cc1,14%,-8,22%,-5%,1.8,2.1,-14%,x,1%
CCOc1ccc(C(=O)c2cccs2)cc1,-10%,6,2%,6%[57.1 µM],1.0,-0.8,9%,-4,9%

# Next part
SMILES,TrxR1 inh,TRHR enhancer,IDH1 R132H inh,TrxR1 substrate,D2 ag,TRHR agonist,USP1 inh,D2 antag,Pin1 inhibitor
Cc1c[n+](CC(=O)c2ccccc2)cs1,21%[57.1 µM],0,4%,15%[57.1 µM],0.4,0.1,-16%,8,-8%
Cc1cc(Cl)ccc1NC(=O)CCS(=O)(=O)c1ccc2c(c1)CC(C)N2C(=O)C1CC1 (stereo unspecified),-20%,-4,16%,-8%,x,0.0,0%,x,-6%
CSc1cccc(NC(=O)C(=O)NCc2ccccc2)c1,14%,-1,0%,8%,-2.4,-0.3,-9%,-12,-4%
Cc1c(Nc2ncnc3nc[nH]c23)c(=O)n(-c2ccccc2)n1C,-6%,8,-10%,-3%,0.4,0.4,-13%,0,-2%
COc1ccc2cc(CN(CCO)C(=O)c3ccccc3F)c(=O)[nH]c2c1,1%[57.1 µM],3,-5%,19%[57.1 µM],0.0,0.3,-2%,1,0%
Cc1ccc(CNC(=O)CN2C(=O)NC3(CCCC3)C2=O)cc1,-25%,x,-6%,-9%,x,x,-7%,x,6%

# Screening data deposited in PubChem by National Center for Advancing Translational Sciences (NCATS).
